# N370S GC = inhibitors or activators of N370S glucocerebrosidase for Gaucher disease. P04062. N370S GC spleen homogenate, 4MU-glucoside fluorescence. Potency, µM (series often up to 59.4 µM), inactives show at the highest dose activity change, negative = inhibition, most hits filed as inhibitors. 330,000 compounds, 0.092% hits. AID 2101;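 also: 0% = full enzyme activity and -100% = no enzyme basal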
# FEN1 inhibitor = blocks human flap endonuclease 1; P39748; Recombinant FEN1 flap cleavage, fluorescence, 15 min; Potency, µM (series often up to 114 µM), for the others: at the highest dose activity change, negative = inhibition, actives largely listed as inhibitors; 390,000 compounds, 0.35% hits; also: nearly all actives have a fitted effect of over 65% in size
# Target sequence (P39748 whole entry, looked up): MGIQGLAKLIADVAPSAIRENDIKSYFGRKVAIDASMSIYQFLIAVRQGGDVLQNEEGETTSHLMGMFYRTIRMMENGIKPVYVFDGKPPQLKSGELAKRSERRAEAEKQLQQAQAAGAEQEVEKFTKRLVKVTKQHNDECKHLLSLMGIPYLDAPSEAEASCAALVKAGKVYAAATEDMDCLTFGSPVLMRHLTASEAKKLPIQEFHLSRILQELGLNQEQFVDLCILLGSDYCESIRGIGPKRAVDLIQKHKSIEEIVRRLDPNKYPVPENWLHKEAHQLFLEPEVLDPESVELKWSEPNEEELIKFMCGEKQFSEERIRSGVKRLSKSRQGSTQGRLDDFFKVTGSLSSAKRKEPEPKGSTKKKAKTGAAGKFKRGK
#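 Nuclease activity of 10 nM FEN1 was measured after 15 min of room-temperature exposure to titrated compounds, by adding 50 nM flap substrate and reading plates at 0 and 15 min.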
# TDP1 inh = TDP1 (human) enzyme inhibition. AID 485290. 350,000 compounds, 0.28% hits. recombinant TDP1, AlphaScreen DNA substrate cleavage. Potency, µM (series often up to 130 µM), for the others: at the top dose activity change, negative = inhibition, hits mostly inhibitors; also: nearly all actives have a fitted effect of over 40% in size
# Target sequence (Q9NUW8 whole entry, looked up): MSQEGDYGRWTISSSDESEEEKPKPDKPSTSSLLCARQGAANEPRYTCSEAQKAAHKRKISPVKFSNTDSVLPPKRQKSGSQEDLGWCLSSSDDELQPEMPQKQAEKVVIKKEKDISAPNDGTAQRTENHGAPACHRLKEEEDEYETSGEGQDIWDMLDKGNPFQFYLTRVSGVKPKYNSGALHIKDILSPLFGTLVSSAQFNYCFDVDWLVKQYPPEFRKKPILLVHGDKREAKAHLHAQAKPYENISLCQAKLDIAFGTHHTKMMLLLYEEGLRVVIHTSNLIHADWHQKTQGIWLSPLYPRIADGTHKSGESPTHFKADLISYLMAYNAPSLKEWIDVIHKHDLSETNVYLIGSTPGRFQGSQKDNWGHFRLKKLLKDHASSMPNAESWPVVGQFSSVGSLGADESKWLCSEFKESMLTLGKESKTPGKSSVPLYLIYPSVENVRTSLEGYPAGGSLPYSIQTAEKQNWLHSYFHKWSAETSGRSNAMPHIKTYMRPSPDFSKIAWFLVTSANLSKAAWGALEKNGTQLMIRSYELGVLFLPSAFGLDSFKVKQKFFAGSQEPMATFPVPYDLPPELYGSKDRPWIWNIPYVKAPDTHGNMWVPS
#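 Signal: AlphaScreen proximity between streptavidin donor and anti-FITC acceptor beads on intact substrate. Reaction: Tdp1 1 nM, substrate 15 nM final, 5 min RT after 15 min compound preincubation.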
# Starred values were filed as active, the others as inactive; ? = inconclusive; . = no result given; [ ] = dose if it differs, or a comment. Calls follow the shape of the dose curve; as a rule, active = well fitted curve in the direction sought with a large enough effect; inconclusive = small, poorly fitted or top-dose-only effect, or another doubt; inactive = no such curve, though single readings can be large; an effect the other way counts as inactive or inconclusive. Unless noted, % is scaled to controls: 0 for no effect and ±100 for the full control effect; potency is read from the fitted curve at half-maximal effect. Rows were taken by chance; about 0.53% have a hit in one of these screens.
N370S GC	FEN1 inhibitor	TDP1 inh	smiles
-3%	2%	.	O=C(NCCc1ccccc1)c1ccc2c(c1)OCO2
-16%	-2%	2%	COc1ccc(CNC(=O)C2CCN(S(=O)(=O)c3ccccc3)CC2)cc1
15%	-18%	9%	CN1/C(=C/C=C(C#N)C#N)C(C)(C)c2ccccc21
5%	-2%	3%	CC(OC(=O)C1CCCO1)C(=O)NC1CCCC1 (stereo unspecified)
-5%	-10%	.	COc1ccc(CC(=O)O/N=C(\N)c2ccccc2)cc1OC
-4%	2%	1%	COc1ccc(CNS(=O)(=O)CCNC(=O)c2ccc3c(c2)OCO3)cc1
.	-2%	3%	Cc1ccc(C)c(N2CCN(C(=O)c3ccc(NC(=O)c4nsc5ccccc45)cc3)CC2)c1
.	32%	3%	C[C@H]1CN([C@@H](C)CO)C(=O)c2cc(NS(=O)(=O)c3ccc(F)cc3)ccc2O[C@H]1CN(C)S(=O)(=O)c1cn(C)cn1
-1%	16%	0%	O=C(NC1CCCCC1)c1ccc2snnc2c1
-10%	-5%	4%	CN(CC(=O)N1CCN(c2ccccc2F)CC1)S(=O)(=O)c1cnc[nH]1
3%	-9%	-1%	CC(C)c1ccc(/C=C/C(=O)NCCC2=CCCCC2)cc1
-7%[21.6 µM]	.	13%[21 µM]	C[C@@H](CNC1CCCCC1)OC(=O)c1ccccc1
.	-11%	1%	COc1ccc(Cc2c(C)nn(-c3nc(C)c(C(=O)Nc4cccc(C(C)=O)c4)s3)c2C)cc1
?	-3%	8%	Nc1n[nH]c(-c2ccccc2[N+](=O)[O-])n1
-9%	4%	0%	CC(C)CCN1CCN(Cc2cn[nH]c2C2CCCCC2)CC1CCO (stereo unspecified)
-2%	-3%	-2%	Nc1cc(=O)[nH]c(SCc2ccc(Cl)cc2)n1
.	-7%	10%	CC(C)OCCCNC(=O)C(=O)Nc1c2c(nn1-c1ccccc1)CS(=O)(=O)C2
-1%	11%	3%[56.1 µM]	O=C(NCCc1cccc(F)c1)C1CCC(=O)N(CCCc2ccccc2)C1 (stereo unspecified)
.	-1%	6%	CC(=O)N1c2ccc(S(=O)(=O)N3CCCCCC3)cc2CC1C(=O)NCc1cccc(C)c1 (stereo unspecified)
6%	13%	-2%	CCOC(=O)c1ccc(NC(=O)CN2CCN(CCN=CC3=C(O)CC(C)(C)CC3=O)CC2)cc1
6%	-27%	3%	COC(=O)C1=C(O)/C(=C\c2ccc(OCC(=O)Nc3ccc(OC)cc3)cc2)N=C1C
4%	-9%	8%	COc1ccc(Cn2c3ccc(OC)cc3c3nc4ccccc4nc32)cc1
-6%	6%	1%	Cc1cc(NC(=O)CCSc2ccc(Cl)cc2)no1
-5%	-10%	1%	O=C(CN1CCCN(S(=O)(=O)c2ccc(F)cc2)CC1)Nc1c(Cl)cccc1Cl
7%	-5%	6%	CCN(CC)S(=O)(=O)c1ccc(C)c(C)c1
-6%	.	8%[56.1 µM]	Oc1ccc2c(c1)OC(c1ccc(O)c(O)c1)C(O)C2 (stereo unspecified)
-8%	-20%	7%	Cc1sc2ncnc(N/N=C/c3cccc(O)c3)c2c1C
0%	-6%	5%	CSc1nnc(-c2ccc(C(F)(F)F)nc2C)o1
-2%	2%	0%	COc1ccc(NC(=O)COc2coc(CN3CCc4ccccc4C3)cc2=O)cc1
26%	-12%	4%	CCOC(=O)c1cc2c(nc1N)CCCC2
0%	0%	-10%	CCn1c(CC(=O)Nc2ccc(F)cc2)nnc1SCC(=O)Nc1nncs1
-1%	-3%	.	CCC1CCCCN1CCCNC(=O)CCC(=O)N1CCOc2ccccc21 (stereo unspecified)
-15%	?	?	CN(C)Cc1cc(O)c(CN(C)C)cc1O
1%	-2%	8%	COC(=O)Cc1ccc(NC(=S)NC(C)(C)C)cc1
-10%	0%	2%	COC(=O)c1ccc(CN(C(C)=O)c2ccccc2)o1
-4%	-3%	1%	COc1ccc2c(c1)[nH]c1c(=O)n(/N=C/c3ccc(OC)c(CN4CCCCC4)c3)cnc12
-1%	10%	2%	COc1ccc(C(=O)OCCOc2cccc(Cl)c2)cc1S(=O)(=O)N1CCOCC1
1%	43%[activator]	3%	COc1ccccc1CN1CCNC(=O)C1CC(=O)NCC1CCOCC1 (stereo unspecified)
0%	-5%	4%	O=C1OCCC1Sc1nnc(-c2ccc(Br)cc2)o1 (stereo unspecified)
19%	-12%	5%	CC(C)(C)c1csc(NC(=O)Nc2ccccc2)n1

# The final 6 entries of the part above lead into the next.
N370S GC	FEN1 inhibitor	TDP1 inh	smiles
-10%	0%	2%	COC(=O)c1ccc(CN(C(C)=O)c2ccccc2)o1
-4%	-3%	1%	COc1ccc2c(c1)[nH]c1c(=O)n(/N=C/c3ccc(OC)c(CN4CCCCC4)c3)cnc12
-1%	10%	2%	COc1ccc(C(=O)OCCOc2cccc(Cl)c2)cc1S(=O)(=O)N1CCOCC1
1%	43%[activator]	3%	COc1ccccc1CN1CCNC(=O)C1CC(=O)NCC1CCOCC1 (stereo unspecified)
0%	-5%	4%	O=C1OCCC1Sc1nnc(-c2ccc(Br)cc2)o1 (stereo unspecified)
19%	-12%	5%	CC(C)(C)c1csc(NC(=O)Nc2ccccc2)n1
11%	-12%	5%	O=C(NCc1ccco1)c1ccc(Cl)c(S(=O)(=O)N2CCc3ccccc32)c1
.	4%	20µM*	COc1ccc(CCCCCCOCc2ccccc2)cc1
15%	0%	2%	CC(C)(C)c1ccc(NC(=O)COC(=O)c2ccc([N+](=O)[O-])s2)cc1
2%	-16%	1%	CCC(C)C(NS(=O)(=O)c1ccc(C)cc1)C(=O)NCCCN1CCOCC1 (stereo unspecified)
1%	17%	1%	O=C(NNC(=O)C1[C@H]2CCCC[C@@H]12)Nc1cccc2ccccc12 (stereo partly specified)
.	-11%	8%	CCCn1ccc2c(OCC(=O)NCc3ccc(C)cc3)cccc2c1=O
-10%	-3%	5%	COc1ccccc1/C=N/NC(=O)c1ccc(NC(=O)c2ccccc2Br)cc1
-12%	-3%	7%	Cc1ccc(N2CC(=O)N(CC(=O)O)C2=O)cc1
?	-5%	6%	COCCn1c(=O)[nH]c2cc(C(=O)NCC3CCCO3)ccc2c1=O (stereo unspecified)
-14%	4%	2%	Cc1c(C(=O)Nc2ccc(Br)cc2)cnn1C
9%	-15%	3%	CC(=O)Nc1ccc(NC(=O)Cn2cnc3c(nnn3Cc3ccc(F)cc3)c2=O)cc1
5%	-13%	9%	CSc1nsc(/C=C/Nc2cccc(Cl)c2)c1C#N
26%	5%	2%	CC(NS(=O)(=O)c1ccc([N+](=O)[O-])cc1)C(=O)NN (stereo unspecified)
-2%	2%	.	O=C(CCc1nc(-c2ccccn2)no1)NCc1ccc2c(c1)OCO2
-1%	-11%	2%	Cc1cc(OC(C)C(=O)Nc2cccnc2)ccc1Cl (stereo unspecified)
0%	7%	12%	O=C(CN1CCOCCOCCN(CC(=O)Nc2ccccc2)CCOCC1)Nc1ccccc1
-3%	3%	-3%	O=[N+]([O-])/C=C\c1ccc(N2CCCC2)c(F)c1
.	-1%	-1%	O=C(Nc1nc(-c2ccccc2)ns1)c1ccc(Cl)cc1
8%	-2%	-3%	O=C(Nc1ncc(Cc2cccc(C(F)(F)F)c2)s1)C1CCCO1 (stereo unspecified)
-29%	-1%	9%	Cc1cc(C(=O)CSc2nc(N)cc(N)n2)c(C)n1CCc1ccc(F)cc1
.	?	10%	COc1cc(-c2nc(-c3ccccc3)c(-c3cccs3)[nH]2)cc(OC)c1O
-2%	-15%	-3%	COc1ccccc1C(=O)COC(=O)CCNS(=O)(=O)c1ccc(C)c(C)c1
5%	-8%	2%	Cc1ccc(OCC(=O)NNC(=O)C2CCN(c3nc(C)cc(C)n3)CC2)cc1
-19%	-4%	1%	Cc1ccc(CSc2nnc(-c3cccnc3)o2)cc1

# Laid out differently: four of the compounds above.
mol | N370S GC | FEN1 inhibitor | TDP1 inh
O=C(Nc1ncc(Cc2cccc(C(F)(F)F)c2)s1)C1CCCO1 (stereo unspecified) | 8% | -2% | -3%
Cc1cc(C(=O)CSc2nc(N)cc(N)n2)c(C)n1CCc1ccc(F)cc1 | -29% | -1% | 9%
COc1cc(-c2nc(-c3ccccc3)c(-c3cccs3)[nH]2)cc(OC)c1O | . | ? | 10%
COc1ccccc1C(=O)COC(=O)CCNS(=O)(=O)c1ccc(C)c(C)c1 | -2% | -15% | -3%

# The list continues.
N370S GC	FEN1 inhibitor	TDP1 inh	smiles
-1%	12%	2%	CC(=O)c1cccc(NC(=O)c2csc(-n3nc(C)cc3C(F)(F)F)n2)c1
25%	9%	7%	CCC(Sc1nc(C)cc(=O)[nH]1)C(=O)Nc1nc(-c2ccccc2)cs1 (stereo unspecified)
.	-3%	4%	Cc1ccc(OC(C)C(=O)N2CCN(CCc3ccncc3)CC2)cc1C (stereo unspecified)
1%	-6%	-1%	O=C(Nc1cccc(C(=O)Nc2ccc(Cl)cn2)c1)c1ccccc1
10%	0%	5%	CCN(Cc1ccccc1)S(=O)(=O)c1cc(C(=O)O)ccc1OC
18%	-2%	-11%	Cc1ccccc1OCC(=O)N/N=C/c1cccn1C
-3%	-3%	6%	CCOc1ccc(-c2cc(C(=O)NN=C3CCN(C)CC3)[nH]n2)cc1
4%	4%	-2%	Cc1cccc(-n2cc(C(=O)O)c(=O)cc2C)c1
.	-5%	-2%	CC(NC(=O)COc1ccccc1)C(=O)NCc1ccccc1Cl (stereo unspecified)
-13%	1%	-2%	Cc1ccccc1N(C(=O)Cc1c[nH]c2ccccc12)C(C(=O)NC1CCCCC1)c1ccco1 (stereo unspecified)
3%	-1%	.	S=C(NC1CCCCC1)N1CCCCC1
-5%	-3%	8%	CCOc1ccc(Br)cc1S(=O)(=O)Nc1ccc(Cl)c(S(=O)(=O)N(C)C)c1
-7%	2%	-2%	O=C(NC1CCCCC1)N1CCC(c2nc(-c3ccc(S(=O)(=O)N4CCCC4)cc3)no2)CC1
2%	-1%	.	O=C(CCS(=O)(=O)Cc1ccccc1F)NCCc1ccc(Cl)cc1
1%	-2%	-8%	Cc1cc(C(=O)CSc2nc(N)cc(N)n2)c(C)n1C1CC1
15%	-3%	1%	O=C(NC(=S)N(Cc1ccccc1)c1ccccn1)C1CCCCC1
3%	-1%	8%	COc1ccc(-c2noc(=O)[nH]2)cc1
10%	-24%	7%	O=C(Nc1cccc(-c2csc(Nc3ccc(Cl)cc3)n2)c1)c1cc([N+](=O)[O-])cc(C(F)(F)F)c1
11%	-2%	7%	COC(=O)C1=C(C)Nc2c(c(=O)n(C)c(=O)n2C)C1c1cccnc1 (stereo unspecified)
-11%	-2%	1%	COc1cccc(C(=O)Nc2nnc(SCC(=O)Nc3ccc(NC(C)=O)cc3)s2)c1
?	1%	7%	COc1cccc2cc(C(=O)NCCc3ccccc3)oc12
2%	1%	.	Cc1cc(NC(=O)c2cc3ccccc3o2)ccc1NC(=O)c1ccccc1
3%	.	20%[56.1 µM]	O=C(/C=C/c1ccc(O)cc1)c1cccs1
1%	3%	6%	COc1ccc(CNC(=O)c2ccc(S(=O)(=O)N3CCCC3)cc2)cc1OC
0%	-23%	-19%	CCCc1ccc(S(=O)(=O)N(C)S(=O)(=O)c2ccc(F)cc2)cc1
-4%	1%	-4%	CC(COc1ccccc1)N1CCC(CO)(CCc2ccccc2)CC1 (stereo unspecified)
10%	6%	6%	O=C(COC(=O)[C@@H]1CCCN1S(=O)(=O)c1ccc(Cl)cc1)NCC(F)(F)F
2%	-10%	3%	COc1ccc2nc(NC(=O)c3ccoc3C)sc2c1
-9%	-18%	1%	COc1ccc(C(=O)CSc2nc(C)cc(C)n2)cc1[N+](=O)[O-]
-7%	-19%	1%	Cc1ccccc1C(=O)c1cccn1CC(=O)NCC(C)c1ccccc1 (stereo unspecified)
-15%	4%	2%	COc1ccc(OCc2cc(C(=O)NC(C)Cc3cnccn3)no2)c(Cl)c1 (stereo unspecified)
-5%	-10%	0%	COc1ccc(CNS(=O)(=O)c2ccc(NC(=O)N3CCCCC3)cc2)cc1
5%	6%	-6%	NC(=O)C1CC(=O)N(Cc2ccc3c(c2)OCO3)C(=Nc2ccccc2)S1 (stereo unspecified)
-4%	5%	-4%	Cc1ccc(CN2CCS(=O)(=O)CC2)o1
3%	20%	0%	C=CCn1nnnc1-c1cccc(Cl)c1
1%	-15%	2%	COc1ccc(N(CC(=O)N2CCN(c3ccccc3F)CC2)S(=O)(=O)c2ccc(C)cc2)cc1
-1%	12%	-3%	CC1CCCN(C(=O)Nc2cccc(NC(=O)N3CCCC(C)C3C)c2)C1C (stereo unspecified)
10%	-2%	?	O=C(/C=C/c1ccco1)OCn1nnc2ccccc2c1=O
0%	-14%	-2%	COc1ccc(COC(=O)c2sc3nc4n(c(=O)c3c2C)CCC4)cc1
10%	?	.	COc1cccc(-c2coc3cc4oc(=O)c(CCC(=O)O)c(C)c4cc23)c1
